# Screening data (PubChem BioAssay)
# PPC-1+TRAIL kill – kills PPC-1 cancer cells in the presence of TRAIL; PPC-1 cells + TRAIL, ATPLite viability luminescence; cell killing (% activity), % at 4 µM; 0.41% of 220,000 active; AID 1443;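 active = cell killing above 50% in the first pass at 4 µM, then a duplicate retest at 5 µM averaging 50% or more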;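 note: plate controls were cells with TRAIL plus DMSO for no effect and medium-only wells lacking cells for full effect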
# Furin inhibitor – blocks human furin protease activity | P09958 | purified furin, fluorogenic substrate cleavage | inhibition, % at 30 µM | 0.061% of 220,000 active | AID 463115; in the data active = inhibition above about 25%; note: inactives centre near -15
# TbHK1 inh – blocks Trypanosoma brucei hexokinase 1 activity; inhibition, % at 10 µM; AID 1430; 0.11% of 220,000 active; recombinant TbHK1, G6PDH-coupled NADH A340;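 active = inhibition of 50% or more in the single-dose primary screen; inactive = inhibition below 50%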
# Ba/F3 V617F tox – reduce viability of Ba/F3 cells dependent on JAK2V617F; Ba/F3 EpoR-JAK2V617F viability, ATP luminescence; inhibition, % at 5.6 µM; 1.1% of 220,000 active; AID 1446;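 active = inhibition above the campaign mean plus 3 SD over all tested compounds, cut at about 24% in these data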;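 note: cytokine-independent growth of Ba/F3 cells driven by EpoR plus mutant JAK2; 0% = DMSO-treated cells and 100% = JAK inhibitor I control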
# NCF1 inh – p47phox (human) inhibition. p47phox/p22phox peptide binding, fluorescence polarization, 2 h. inhibition, % at 24.7 µM. 0.53% of 220,000 active. AID 1274;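 active = inhibition above about 30%, limit read from the data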;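 note: 0% = p47phox with labelled peptide and 100% = labelled peptide alone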
# PGE2 EP2 inh – inhibitors of human EP2 prostaglandin E2 receptor; C6 glioma cells expressing human EP2, cAMP TR-FRET; cells stimulated with saturating PGE2; inhibition, % at 25 µM; 0.52% of 260,000 active;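 active = percent inhibition above 40 after rounding to a whole number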;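 note: rat C6 glioma host cells with rolipram phosphodiesterase inhibitor present; the protocol text gives 20 µM as final concentration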
# p97 ATPase inh – human p97 ATPase inhibition | P55072 | recombinant p97 ATPase, Kinase-Glo ATP luminescence, 3 h | 0.42% of 220,000 active | inhibition, % at 8 µM; in the data active = inhibition above about 15%;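 note: 0% = DMSO vehicle and 100% = wells lacking enzyme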
# Target sequence (P55072 whole entry, looked up): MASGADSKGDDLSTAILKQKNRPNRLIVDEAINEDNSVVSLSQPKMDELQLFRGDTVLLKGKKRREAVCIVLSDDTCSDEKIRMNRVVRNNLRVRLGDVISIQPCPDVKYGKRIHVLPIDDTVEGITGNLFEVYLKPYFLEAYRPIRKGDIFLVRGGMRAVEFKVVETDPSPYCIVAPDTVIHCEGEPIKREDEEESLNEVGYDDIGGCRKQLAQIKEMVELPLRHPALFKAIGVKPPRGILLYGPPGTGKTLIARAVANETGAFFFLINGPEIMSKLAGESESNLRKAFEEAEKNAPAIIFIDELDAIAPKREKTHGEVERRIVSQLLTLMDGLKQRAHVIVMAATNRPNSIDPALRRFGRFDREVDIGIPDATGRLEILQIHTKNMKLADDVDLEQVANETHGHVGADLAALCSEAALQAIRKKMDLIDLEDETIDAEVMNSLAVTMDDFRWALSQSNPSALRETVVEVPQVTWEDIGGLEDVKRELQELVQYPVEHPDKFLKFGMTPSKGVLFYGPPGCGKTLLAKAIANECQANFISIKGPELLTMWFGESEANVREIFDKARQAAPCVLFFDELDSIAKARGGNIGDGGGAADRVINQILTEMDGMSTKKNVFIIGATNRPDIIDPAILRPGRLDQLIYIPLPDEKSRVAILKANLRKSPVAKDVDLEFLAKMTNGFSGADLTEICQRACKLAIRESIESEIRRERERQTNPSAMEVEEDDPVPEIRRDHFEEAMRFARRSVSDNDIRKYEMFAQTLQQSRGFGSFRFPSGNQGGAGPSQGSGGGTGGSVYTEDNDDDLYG
# RBBP9 inh – inhibitors of human serine hydrolase RBBP9 | O75884 | inhibition, % at 7.94 µM | AID 1515 | recombinant RBBP9, FP-Rh probe fluorescence polarization | 0.2% of 220,000 active;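 active = inhibition above the campaign mean of all tested compounds plus 3 SD, cut at about 14% in these data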;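 note: plate controls were DMSO wells with RBBP9 for no effect and wells lacking RBBP9 protein for full effect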
# Target sequence (O75884 whole entry, looked up): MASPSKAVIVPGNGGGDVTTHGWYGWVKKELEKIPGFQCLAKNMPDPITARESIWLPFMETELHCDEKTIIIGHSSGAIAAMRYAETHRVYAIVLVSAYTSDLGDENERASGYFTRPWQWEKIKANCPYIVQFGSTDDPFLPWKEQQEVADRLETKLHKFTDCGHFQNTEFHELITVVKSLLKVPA
#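 Measured by – fluorescence polarization · Test system – RBBP9 protein · Input – 2.5 µM RBBP9 dispensing solution, before mixing · Measure – percent inhibition from mP, scaled between DMSO and no-protein wells · Benchmarks – DMSO-treated enzyme wells and wells lacking RBBP9 · Times – preincubation 30 min plus labeling 45 min at 25 °C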
# BaF3 tox – parental Ba/F3 viability inhibition as JAK2V617F counter-screen. CellTiter-Glo ATP luminescence. 1.1% of 220,000 active. inhibition, % at 5.6 µM. AID 1486;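 active = inhibition above a per-campaign cutoff, the mean inhibition of all tested compounds plus 3 SD, cut at about 27% in these data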;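 note: 0% = DMSO wells and 100% = JAK Inhibitor I control wells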
# An asterisk follows results filed as active; . = no result given; & = joins results of further samples; [ ] = another dose, or the depositor's remark. These rows are one share of the data. The share of hits here may be higher or lower than overall.
SMILES,PPC-1+TRAIL kill,Furin inhibitor,TbHK1 inh,Ba/F3 V617F tox,NCF1 inh,PGE2 EP2 inh,p97 ATPase inh,RBBP9 inh,BaF3 tox
Nc1nc(Cl)cc(N2CCC(c3cc(-c4ccc(Cl)cc4)n[nH]3)CC2)n1,-8,-1[20 µM],3,47*,-12,26,-5,-19,45*
O=C(N/N=C/c1ccccn1)c1cc(C2CC2)[nH]n1,6,-23,-3,-2,-2,4,-1,-12,1
CC(C)Oc1ccc(C(=O)Nc2ccc(C(F)(F)F)n(C)c2=O)cc1,-17,-16,-11,-4,2,4,4,0,5
CN(/N=C/c1cccnc1)c1cnc2ccccc2n1,10,-16,-32,1,4,4,2,0,8
Cc1nn(-c2ccccn2)c2c1-c1nc(N)ncc1CC2,22,-37,-21,-6,-3,17,9,-2,2
C=CCNC(=O)c1ccc(OC2CCN(S(=O)(=O)N(C)C)CC2)cc1,12,-20,3,0,0,7,3,-2,2
Nn1c(-c2cccc(Br)c2)n[nH]c1=S,26,-28,2,-4,-3,27,4,-3,5
O=C1OCc2cc(NC(=O)C3CCCCC3)ccc21,-17,-19,-5,-3,-8,5,4,-5,0
CN(C)CCN(Cc1cccs1)c1ccccn1,29,-7,6,2,7,12&10&16,-5,-14,6
O=C(O)CNC(=O)c1ccc(OC(F)F)cc1,-5,-25,2,4,3,.,3,-6,5
O=C(CCC(=O)c1cccs1)OCC(=O)N1CCN(S(=O)(=O)c2ccccc2)CC1,1,-4,4,3,-12,8,-7,-8,5
COc1ccc(CNC(=S)NCc2ccc(OC)cc2)cc1,5,-14,2,2,8,3,-6,-10,2
Cc1[nH]nc(-c2ccc(O)c(C)c2O)c1Oc1ccccc1,17,-20[20 µM],-3,-1,-26,10,5,-2,6
COc1ccccc1-c1cc(-c2ccccc2)nc(SC(C(N)=O)c2ccccc2)c1C#N (stereo unspecified),24,-22[20 µM],1,0,19,13,-1,-11,2
COc1ccc(C=O)cc1COc1ccc(F)cc1F,23,-7[20 µM],-4,2,-15,12,-10,-14,4
COc1ccc(Cc2nn3c(-c4cc(OC)c(OC)c(OC)c4)nnc3s2)cc1,18,-6[20 µM],-6,5,-2,11,-4,-4,10
CCOC(=O)C1CCCN(C(=O)CN2C(=O)/C(=C/c3ccc(OC)cc3)Oc3ccccc32)C1 (stereo unspecified),23,-6,9,-2,-7,7,-2,-1,5
O=C(CSc1nnc(Nc2ccccc2)s1)Nc1cccnc1Cl,14,-15,-5,-3,-3,4,2,-10,-2
CCCCCCC1CCC(C(=O)Nn2c(C)nc3ccccc3c2=O)CC1 (stereo unspecified),24,-10[20 µM],-1,-3,-10,-1,-2,-11,1
NC(=O)C1CCN(C(=O)C23CC4CC(CC(C4)C2)C3)CC1,2,-30,-5,-4,4,21,5,-7,1
O=C(CSc1nc(-c2ccco2)cc(C(F)(F)F)n1)NCCc1ccccc1,7,5[20 µM],-17,1,-14,6,-3,4,5
CCCSc1nnc(-c2ccccc2NC(=O)CC)c(=O)[nH]1,-6,-3[20 µM],-7,2,-13,13,-7,-16,3
COc1ccc(N=C2SC(CC(=O)Nc3ccccc3)C(=O)N2CC2CCCO2)cc1 (stereo unspecified),6,2,1,13,-14,12,-5,-2,8
CCN(CC)C(=O)CSc1nnc(-c2ccco2)o1,21,-23[20 µM],7,-1,-15,7&14,0,0,1
Nc1cc(N)nc(CS)n1,-1,-15,8,1,6,4,-4,-8,1

# Remaining list, next part.
SMILES,PPC-1+TRAIL kill,Furin inhibitor,TbHK1 inh,Ba/F3 V617F tox,NCF1 inh,PGE2 EP2 inh,p97 ATPase inh,RBBP9 inh,BaF3 tox
Cc1cn(-c2cc(C(=O)Nc3ccc(C)c(NC(=O)C(=O)c4c[nH]c5ccccc45)c3)cc(C(F)(F)F)c2)cn1,3,-24,-37,.,-20,10,.,.,.
COC(=O)C1=C(N)N(c2ccccc2C(F)(F)F)C2=C(C(=O)CCC2)C1c1ccc2c(c1)OCO2 (stereo unspecified),-2,-24[20 µM],-3,0,-8,16,-1,1,1
CCCCc1ccc(S(=O)(=O)N2CCN(C(=O)c3ccco3)CC2)cc1,7,-13,-3,0,-8,16,-2,0,4
Cc1cccn2c(=O)c3cc(C#N)c(=N)n(Cc4ccncc4)c3nc12,18,-44,-1,-2,-1,.,2,-6,2
CCNc1nc(NCC)nc(C(=O)OCCO)n1,10,-17,-4,-3,-2,7,-2,-6,10
CC(=O)c1ccc(Nc2cc(C)nc3nc(C)nn23)cc1,-4,-6,-31,-2,0,8,6,-2,4
CCOc1ncccc1C(=O)Nc1ccc2c(c1)OCO2,8,-31,-4,2,-7,11,0,-7,8
Cc1cccc(Nc2nc3ccccc3s2)c1C,25,-8,25,3,-5,9,3,1,8
C=CCn1cccc(C(=O)Nc2cc(OC)c(OC)c(OC)c2)c1=O,-4,-7,-21,-3,-14,-1,11,3,3
Cc1cccc(NC(=S)N(Cc2cccs2)Cc2cc3cc(C)cc(C)c3[nH]c2=O)c1,-12,-18,-6,-1,-7,24&9,2,-11,2
O=C(Nc1ccccc1)c1ccc(Br)c(S(=O)(=O)Nc2cccnc2)c1,14,-16,2,-1,3,7,11,6,0
CCC1CCCCN1CCNC(=O)c1[nH]c(C)c(C(C)=O)c1C (stereo unspecified),5,-2,1,0,-5,10,0,4,0
COC(=O)c1ccc(COC(=O)CCc2nc(-c3ccccc3)c(-c3ccccc3)o2)cc1,-11,-16[20 µM],48,-3,-8,5,-9,-3,3
Cc1onc(-c2ccccc2)c1C(=O)Nc1cccc(OC(C)C)c1,9,-19[20 µM],2,-3,-9,12,2,3,6
CCC(C)C(=O)Nc1cc(C(=O)OC)ccc1C(=O)OC (stereo unspecified),-9,-26[20 µM],-8,-3,-10,7,0,-1,4
COc1ccc(C)cc1NC(=O)c1nc2nc(C)cc(C)n2n1,.,-17[20 µM],-4,-1,.,.,2,-1,2
COC(=O)CNC(=O)/C=C/c1ccc(OC)cc1,20,-16[20 µM],-6,0,-14,8,2,-6,2
CCCC(=O)Nc1cccc(-c2cn3ccsc3n2)c1,22,-24,5,-1,-1,8,-2,-10,3
COc1ccc(CNC(=O)c2cc(-c3ccco3)on2)cc1,13,-24,2,-3,-10,5,-1,-5,3
CCOC(=O)c1ccc2[nH]c3c(c2c1)CN(C)CC3,1,-13,2,4,-12,13,-3,-13,2
C(=N\N1CCN(Cc2cccc3ccccc23)CC1)/c1cccs1,-13,-17,-4,4,-12,5,-3,2,2
CCOc1cc(/C=N/NC(=O)CCn2nc(C)cc2C)ccc1O,4,-3,-26,0,-9,9,10,5,-4
Nn1cnc2sc3c(c2c1=O)CCC3,10,-25[20 µM],24,3,-4,7,-2,3,7
Cc1ccccc1-n1c(C)nnc1SCC(=O)N1CC(=O)Nc2ccccc21,-4,-20,-1,2,-2,14,2,-10,5
O=C(CCSc1ccccc1)Nc1ccc(S(=O)(=O)Nc2ncccn2)cc1,28,-28,2,-3,-14,5,-1,11,-1

# The listing continues:
SMILES,PPC-1+TRAIL kill,Furin inhibitor,TbHK1 inh,Ba/F3 V617F tox,NCF1 inh,PGE2 EP2 inh,p97 ATPase inh,RBBP9 inh,BaF3 tox
O=C(NN=C1CCCCCC1)NC1CCCCC1,5,0,32,6,-1,4,-5,-3,10
CCc1cccc2c(C(=O)COC(=O)/C=C/c3ccc(O)c(OC)c3)c[nH]c12,10,-21,-9,0,-37,10,4,-12,5
O=C(Nc1cccc(S(=O)(=O)N2CCOCC2)c1)c1cn(-c2ccccc2)nc1-c1ccccc1,4,-21,-9,-3,-10,2,-2,-14,2
CCc1cccc2c(=O)c(C(=O)NCCCOC)c[nH]c12,13,5,3,3,.,3,-3,-7,4
O=c1oc2ccccc2c(N2CCOCC2)c1[N+](=O)[O-],15,-22,-6,-3,-2,2,7,-3,4
COC(=O)C(O)(CC(=O)Nc1cc(OC)c(OC)c(OC)c1)C(F)(F)F (stereo unspecified),11,-8[20 µM],4,-1,15,12,2,-1,2
CC1CCCC(NC(=O)COC(=O)[C@@H](NC(=O)c2ccco2)C(C)C)C1C (stereo partly specified),3,-34,-1,-2,.,1,1,2,5
COc1ccccc1NC(=O)Nn1cnnc1,-1,-15,1,-1,-9,0,4,1,3
CCOc1ccc(-c2nnn(CC(=O)Nc3ccccc3OC)n2)cc1OCC,14,-15,5,3,31*,3&18,-2,-8,5
O=C(Nc1nncs1)c1cccc(S(=O)(=O)N2CCc3ccccc32)c1,7,3,6,3,-5,5,-1,-2,6
COc1cc(C(=O)NCC(=O)N/N=C/c2cccs2)cc(OC)c1OC,22,-30,-8,-4,-11,4,3,-12,1
CN(c1ccc(OCC(=O)OCC(=O)Nc2cccc([N+](=O)[O-])c2)cc1)S(=O)(=O)c1ccc(F)cc1,-6,-12,3,1,-20,8,1,-3,5

# A run of entries from the list above, for reference:
SMILES,PPC-1+TRAIL kill,Furin inhibitor,TbHK1 inh,Ba/F3 V617F tox,NCF1 inh,PGE2 EP2 inh,p97 ATPase inh,RBBP9 inh,BaF3 tox
CCOC(=O)c1ccc2[nH]c3c(c2c1)CN(C)CC3,1,-13,2,4,-12,13,-3,-13,2
C(=N\N1CCN(Cc2cccc3ccccc23)CC1)/c1cccs1,-13,-17,-4,4,-12,5,-3,2,2
CCOc1cc(/C=N/NC(=O)CCn2nc(C)cc2C)ccc1O,4,-3,-26,0,-9,9,10,5,-4
Nn1cnc2sc3c(c2c1=O)CCC3,10,-25[20 µM],24,3,-4,7,-2,3,7
Cc1ccccc1-n1c(C)nnc1SCC(=O)N1CC(=O)Nc2ccccc21,-4,-20,-1,2,-2,14,2,-10,5
O=C(CCSc1ccccc1)Nc1ccc(S(=O)(=O)Nc2ncccn2)cc1,28,-28,2,-3,-14,5,-1,11,-1
O=C(NN=C1CCCCCC1)NC1CCCCC1,5,0,32,6,-1,4,-5,-3,10
CCc1cccc2c(C(=O)COC(=O)/C=C/c3ccc(O)c(OC)c3)c[nH]c12,10,-21,-9,0,-37,10,4,-12,5
O=C(Nc1cccc(S(=O)(=O)N2CCOCC2)c1)c1cn(-c2ccccc2)nc1-c1ccccc1,4,-21,-9,-3,-10,2,-2,-14,2
CCc1cccc2c(=O)c(C(=O)NCCCOC)c[nH]c12,13,5,3,3,.,3,-3,-7,4
O=c1oc2ccccc2c(N2CCOCC2)c1[N+](=O)[O-],15,-22,-6,-3,-2,2,7,-3,4
COC(=O)C(O)(CC(=O)Nc1cc(OC)c(OC)c(OC)c1)C(F)(F)F (stereo unspecified),11,-8[20 µM],4,-1,15,12,2,-1,2
CC1CCCC(NC(=O)COC(=O)[C@@H](NC(=O)c2ccco2)C(C)C)C1C (stereo partly specified),3,-34,-1,-2,.,1,1,2,5
COc1ccccc1NC(=O)Nn1cnnc1,-1,-15,1,-1,-9,0,4,1,3
CCOc1ccc(-c2nnn(CC(=O)Nc3ccccc3OC)n2)cc1OCC,14,-15,5,3,31*,3&18,-2,-8,5
O=C(Nc1nncs1)c1cccc(S(=O)(=O)N2CCc3ccccc32)c1,7,3,6,3,-5,5,-1,-2,6
COc1cc(C(=O)NCC(=O)N/N=C/c2cccs2)cc(OC)c1OC,22,-30,-8,-4,-11,4,3,-12,1
CN(c1ccc(OCC(=O)OCC(=O)Nc2cccc([N+](=O)[O-])c2)cc1)S(=O)(=O)c1ccc(F)cc1,-6,-12,3,1,-20,8,1,-3,5
